Screening results as filed in PubChem BioAssay.
GLP1R cytotox = qHTS of GLP-1 Receptor Inverse Agonists: Cytotox Screen; Potency, µM (series often up to 38.3 µM), for inactives: top-dose activity change, negative = inhibition, most hits filed as inhibitors; actives 0.13% (n = 410,000); HEK293 cAMP-luciferase reporter cells, luminescence, 24 h;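 note: loss of luciferase light is scored as toxicity; potency is the fitted concentration of half-maximal effect; % is set by controls: 0 for no effect and ±100 for the full control effect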
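Step one: seed cells (200 cells/uL, DMEM with 10% Nu serum, 1% pen-strep). Step two: 12-hour incubation at 37 deg C. Step three: pin 23 nL compound, incubate 24 hr. Step four: add luciferase reagent, read luminescence 12 min later.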
EPAC1 ag = qHTS for Agonist of cAMP-regulated guanine nucleotide exchange factor 3 (EPAC1): primary screen; Rap guanine nucleotide exchange factor 3 (Homo sapiens), O95398; EPAC1 agonist qHTS, biochemical assay; response scale: 100% = response to 6.5 mM cAMP; Potency, µM (highest dose often 154 µM), without a hit: at the highest dose activation, usual class: activators; actives 0.073% (n = 360,000); AID 720707, 2013; note: potency is the fitted concentration of half-maximal effect; nearly all actives have a fitted effect of over 60% in size
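Nucleotide exchange by EPAC1 (100 nM) on Rap1B–BODIPY-GDP (250 nM) in the presence of 50 uM GDP is tracked fluorescently at 480/540 nm over 30 min. Signals are normalized to a 6.5 mM cAMP control.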
PI5P4Ka inh = qHTS for Inhibitors of phosphatidylinositol 5-phosphate 4-kinase (PI5P4K); max response, %; AID 652105, 2013; actives 1.2% (n = 330,000); PI5P4Kalpha enzyme, ADP-Glo luminescence, 60 min; hits give low values; Phosphatidylinositol 5-phosphate 4-kinase type-2 alpha (Homo sapiens), P48426; active = max response of -50% or lower; inconclusive = between -30% and -50%; inactive = -30% or higher; note: value at the top dose of about 77 µM; % is set by controls: 0 for no effect and ±100 for the full control effect
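Reactions run in 0.038 M HEPES pH 7.4, 0.28 mM EGTA, 0.1% CHAPS and 5% DMSO, with PI5P4Kalpha, substrate, compound and 5 microM ATP final, one hour at room temperature. Readout is ADP-Glo luminescence.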
IL2 activator = qHTS of IL-2 Activators; AID 652025, 2013; IL-2 activation reporter assay, cell-based qHTS; stimulated with anti-CD3/CD4/CD28 beads; in transgenic mouse T cells; actives 0.065% (n = 360,000); activation, % (series mostly up to about 46 µM); in the data active = activation above about 50%; inconclusive = mostly about 30% to 49%; note: 0% is about no effect
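Using fluorescent plate cytometry, EGFP and DsRed are detected in transgenic mouse T cells stimulated 18 h at 37 degrees C with antibody-coated beads after 60 min compound pretreatment.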
EPAC1 antag = qHTS for Antagonist of cAMP-regulated guanine nucleotide exchange factor 3 (EPAC1): primary screen; Rap guanine nucleotide exchange factor 3 (Homo sapiens), O95398; actives 0.14% (n = 360,000); Potency, µM (top dose mostly 115 µM), without a hit: at the top dose activity change, negative = inhibition, usual class: inhibitors; EPAC1 GEF assay, Rap1b-BODIPY-GDP exchange fluorescence;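 note: potency is the fitted concentration of half-maximal effect; plate controls were vehicle for no effect and positive control for full effect; nearly all actives have a fitted effect of over 50% in size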
PTHR1 ag = qHTS for PTHR1 Agonists: Primary Screen | Parathyroid hormone/parathyroid hormone-related peptide receptor (Homo sapiens), Q03431 | HEK293 GP2 PTHR1 cells, GloSensor cAMP luminescence, 1 h | actives 0.075% (n = 410,000) | Potency, µM (highest dose often 115 µM), for the others: top-dose activation, hits mostly activators | AID 743266, 2014; note: potency is the fitted concentration of half-maximal effect; nearly all actives have a fitted effect of over 55% in size; some results filed as inactive show a strong effect at the top dose; inactives centre near -15; many of its hits are not listed in these tables
Target sequence (Q03431 whole entry, looked up): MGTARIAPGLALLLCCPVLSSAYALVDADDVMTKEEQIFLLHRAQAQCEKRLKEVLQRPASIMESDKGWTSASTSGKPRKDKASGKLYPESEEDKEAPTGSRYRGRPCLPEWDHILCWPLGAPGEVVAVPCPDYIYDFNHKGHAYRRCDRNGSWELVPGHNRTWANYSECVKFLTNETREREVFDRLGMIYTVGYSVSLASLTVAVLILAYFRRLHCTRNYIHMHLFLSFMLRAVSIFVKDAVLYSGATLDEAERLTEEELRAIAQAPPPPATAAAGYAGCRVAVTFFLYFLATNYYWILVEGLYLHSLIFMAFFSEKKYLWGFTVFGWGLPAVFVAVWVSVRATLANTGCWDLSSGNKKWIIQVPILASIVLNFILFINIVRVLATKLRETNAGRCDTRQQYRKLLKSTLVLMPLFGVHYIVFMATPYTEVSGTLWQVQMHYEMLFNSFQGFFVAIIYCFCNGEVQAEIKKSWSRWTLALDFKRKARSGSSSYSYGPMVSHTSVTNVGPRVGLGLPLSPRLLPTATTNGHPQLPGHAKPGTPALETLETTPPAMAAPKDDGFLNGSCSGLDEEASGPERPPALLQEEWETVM
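HEK-293-derived GP2 cells expressing PTHR1 and a GloSensor cAMP reporter, 3,000/well, plated overnight, given luciferin plus IBMX (each 0.5 mM as added) for 1 h at 37 °C, then compound for 1 h at 37 °C. Luminescence was read after 15 min at room temperature.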
GLP1R inv ag = qHTS of GLP-1 Receptor Inverse Agonists (Inhibition Mode); Glucagon-like peptide 1 receptor (Homo sapiens), P43220; HEK293 GLP-1R CRE-luciferase, luminescence, 24 h; GLP-1R form is constitutively active; Potency, µM (top dose mostly 38.3 µM), without a hit: at the top dose activity change, negative = inhibition, actives largely listed as inhibitors; actives 1.6% (n = 410,000); AID 624417, 2012; note: potency is the fitted concentration of half-maximal effect; % is set by controls: 0 for no effect and ±100 for the full control effect; nearly all actives have a fitted effect of over 55% in size
Target sequence (P43220 whole entry, looked up): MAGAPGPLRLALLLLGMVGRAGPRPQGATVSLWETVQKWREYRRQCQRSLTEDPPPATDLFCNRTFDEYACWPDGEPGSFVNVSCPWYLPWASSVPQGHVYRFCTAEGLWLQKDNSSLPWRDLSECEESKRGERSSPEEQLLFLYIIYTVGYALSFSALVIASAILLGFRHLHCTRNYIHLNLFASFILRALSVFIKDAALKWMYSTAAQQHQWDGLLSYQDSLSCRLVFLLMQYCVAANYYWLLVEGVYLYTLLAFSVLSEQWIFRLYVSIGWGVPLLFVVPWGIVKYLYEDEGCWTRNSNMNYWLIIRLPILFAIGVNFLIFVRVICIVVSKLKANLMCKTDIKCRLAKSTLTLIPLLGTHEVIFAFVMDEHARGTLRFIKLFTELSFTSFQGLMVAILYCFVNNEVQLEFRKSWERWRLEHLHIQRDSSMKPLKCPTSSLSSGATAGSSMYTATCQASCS
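Luminescence readout: a drop in cAMP-driven luciferase signal flags inverse agonism at a constitutively active GLP-1R stably expressed in HEK293. Compound exposure lasted 24 hr at 37 deg C, 5% CO2.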
PLK1 PBD inh = qHTS for Inhibitors of PLK1-PDB (polo-like kinase 1 - polo-box domain): Primary Screen. Potency, µM, for the others: max response, negative = inhibition, most hits filed as inhibitors. Plk1 PBD binding of FITC phosphopeptide, fluorescence polarization. actives 2.8% (n = 360,000). AID 720504, 2013; note: potency is the fitted concentration of half-maximal effect; series mostly up to about 57 µM; % is set by controls: 0 for no effect and ±100 for the full control effect; nearly all actives have a fitted effect of over 65% in size
GLP-1R agonist = qHTS of GLP-1 Receptor Agonists; actives 0.007% (n = 380,000); HEK293 GLP-1R CRE-luciferase, luminescence, 4-6 h; cells express a hypersensitive GLP-1R form; Potency, µM (highest dose often 45.6 µM), without a hit: at the highest dose activation, most hits filed as activators; Glucagon-like peptide 1 receptor (Homo sapiens), P43220; note: potency is the fitted concentration of half-maximal effect; % of control where 0% means no effect
Starred values were filed as active, the others as inactive; & = joins results of further samples; [ ] = remark or other dose. Unless noted, calls come from the whole dose curve; as a rule, active = well fitted curve in the direction sought with a large enough effect; inconclusive = small, poorly fitted or top-dose-only effect, or another doubt; inactive = no such curve, though single readings can be large; an effect the other way counts as inactive or inconclusive. This is a subset (hit frequency here may not be typical).

`Cc1nnc(SCc2ccccc2)n(N)c1=O` gave GLP1R cytotox 7%, EPAC1 ag 0%, PI5P4Ka inh 2, IL2 activator 0.0, EPAC1 antag -11%, PTHR1 ag -2%, GLP1R inv ag 7%, PLK1 PBD inh -1% and GLP-1R agonist -1%.
Screening CN1CCC(N(C)C(=O)c2sc3cc(F)ccc3c2Cl)CC1 returned GLP1R cytotox 6%, EPAC1 ag 7%, PI5P4Ka inh 5, IL2 activator 1.8, EPAC1 antag -13%, PTHR1 ag inactive, GLP1R inv ag 7.1µM*, PLK1 PBD inh -9% and GLP-1R agonist 3%.
Screening Cc1nc(-c2ccc(S(=O)(=O)N3CCN(c4cc(Cl)ccc4C)CC3)cc2)co1 returned GLP1R cytotox 1%, PTHR1 ag inactive, GLP1R inv ag 0% and GLP-1R agonist -8%.
Screening O=C(NCC(c1ccco1)N1CCc2ccccc21)c1ccccc1Cl (stereo not given) returned GLP1R cytotox 8%, EPAC1 ag 8%, PI5P4Ka inh 4, IL2 activator -1.9, EPAC1 antag -1%, PTHR1 ag inactive, GLP1R inv ag inconclusive, PLK1 PBD inh -7% and GLP-1R agonist -11%.
For COCCCNc1nc2ccccc2nc1NS(=O)(=O)c1ccc(F)cc1 the results were GLP1R cytotox -18%, EPAC1 ag -1%, PI5P4Ka inh 4, IL2 activator 3.2, EPAC1 antag 2%, PTHR1 ag -17%, GLP1R inv ag 10%, PLK1 PBD inh 4% and GLP-1R agonist -4%.
Screening Cc1ccc(-n2cc(CN(C)Cc3ncc[nH]3)c(-c3cccc(C)c3)n2)cc1 returned GLP1R cytotox inconclusive, EPAC1 ag 0%, PI5P4Ka inh 17, IL2 activator -3.1, EPAC1 antag -5%, PTHR1 ag -24%, GLP1R inv ag inconclusive, PLK1 PBD inh 5% and GLP-1R agonist 9%.
`CCOC(=O)N1CCN(S(=O)(=O)c2ccc(OC)c(Br)c2)CC1` gave GLP1R cytotox 5%, EPAC1 ag -5%, PI5P4Ka inh 1, IL2 activator -1.9, EPAC1 antag -5%, PTHR1 ag inactive, GLP1R inv ag 5%, PLK1 PBD inh -1% and GLP-1R agonist 10%.
For CN1CCc2nc3ccc(Cl)cc3c(-c3ccccc3Cl)c2C1 the results were GLP1R cytotox -23%, EPAC1 ag 5%, PI5P4Ka inh 10, IL2 activator 0.8, EPAC1 antag 3%, PTHR1 ag inactive, GLP1R inv ag inconclusive, PLK1 PBD inh -5% and GLP-1R agonist 6%.
Screening O=C(Nc1ccc(F)cc1)N[C@H]1CC[C@H](CCNS(=O)(=O)c2cccc(Cl)c2)O[C@@H]1CO returned GLP1R cytotox -11%, EPAC1 ag 2%, PI5P4Ka inh 0, IL2 activator 0.1, EPAC1 antag -1%, PTHR1 ag inactive, GLP1R inv ag inconclusive and PLK1 PBD inh 1%.
CC1(C)CC(=O)C(C2(O)C(=O)N(Cc3ccccc3)c3ccccc32)CO1 (stereo not given) was read as GLP1R cytotox -13%, EPAC1 ag 2%, IL2 activator -0.1, EPAC1 antag 0%, PTHR1 ag -12%, GLP1R inv ag 0%, PLK1 PBD inh 0% and GLP-1R agonist 1%.

Arranged by SMILES length (descending): some entries from above.
Screening Cc1nc(-c2ccc(S(=O)(=O)N3CCN(c4cc(Cl)ccc4C)CC3)cc2)co1 returned GLP1R cytotox 1%, PTHR1 ag inactive, GLP1R inv ag 0% and GLP-1R agonist -8%.
For COCCCNc1nc2ccccc2nc1NS(=O)(=O)c1ccc(F)cc1 the results were GLP1R cytotox -18%, EPAC1 ag -1%, PI5P4Ka inh 4, IL2 activator 3.2, EPAC1 antag 2%, PTHR1 ag -17%, GLP1R inv ag 10%, PLK1 PBD inh 4% and GLP-1R agonist -4%.
Screening CN1CCC(N(C)C(=O)c2sc3cc(F)ccc3c2Cl)CC1 returned GLP1R cytotox 6%, EPAC1 ag 7%, PI5P4Ka inh 5, IL2 activator 1.8, EPAC1 antag -13%, PTHR1 ag inactive, GLP1R inv ag 7.1µM*, PLK1 PBD inh -9% and GLP-1R agonist 3%.

Carrying on:
`COc1ccc(C(NC(=O)c2ccccc2F)NC(=O)c2ccccc2F)cc1` gave GLP1R cytotox 12%, EPAC1 ag 12%, PI5P4Ka inh -10, IL2 activator -2.1, EPAC1 antag -2%, PTHR1 ag inactive, GLP1R inv ag 2%, PLK1 PBD inh -10% and GLP-1R agonist 1%.
Screening O=[N+]([O-])c1ccccc1OCCCOc1cccc2cccnc12 returned GLP1R cytotox -12%, EPAC1 ag -4%, PI5P4Ka inh 3, IL2 activator -3.7, EPAC1 antag -7%, PTHR1 ag inactive, GLP1R inv ag -24%, PLK1 PBD inh -9% and GLP-1R agonist inconclusive.
O=C1CCCN1c1ccc(S(=O)(=O)NCCc2ccc(Cl)cc2)cc1 was read as GLP1R cytotox -3%, EPAC1 ag 7%, IL2 activator -3.4, EPAC1 antag 0%, PTHR1 ag -8%[57.5 µM], GLP1R inv ag 0%, PLK1 PBD inh -3% and GLP-1R agonist 0%.
Screening CCN(C(=O)c1cc2c(C)nc3ccccc3c2o1)c1cc(Cl)ccc1OC returned GLP1R cytotox -3%, EPAC1 ag 8%, PI5P4Ka inh 9, IL2 activator -2.5, EPAC1 antag inconclusive, PTHR1 ag -15%, GLP1R inv ag inconclusive, PLK1 PBD inh 4% and GLP-1R agonist inconclusive.
For CCc1nn(CCCC(=O)NCc2ccccc2Br)c(=O)c2cc3occc3n12 the results were GLP1R cytotox -11%&0%, EPAC1 ag -7%, PI5P4Ka inh -2, IL2 activator 1.6, EPAC1 antag 2%, PTHR1 ag 8%, GLP1R inv ag 71%&14%[activator], PLK1 PBD inh -3% and GLP-1R agonist -6%.
For C[C@@H]1CN([C@@H](C)CO)C(=O)CCCn2nncc2CO[C@@H]1CN(C)C(=O)Nc1ccccc1F the results were GLP1R cytotox 1%, EPAC1 ag 3%, PI5P4Ka inh 4, IL2 activator -1.3, EPAC1 antag 7%, PTHR1 ag inactive, GLP1R inv ag 22%, PLK1 PBD inh -8% and GLP-1R agonist -1%.
For COc1cc2c(cc1OC)C(c1ccc(Cl)cc1)CC(=O)N2 (stereo not given) the results were GLP1R cytotox -2%, EPAC1 ag 2%, PI5P4Ka inh -6, IL2 activator -0.6, EPAC1 antag -14%, PTHR1 ag -7%, GLP1R inv ag 13%, PLK1 PBD inh -9% and GLP-1R agonist 0%.
Screening CSC(=Nc1ccccc1)C1=C(O)COC1=O returned GLP1R cytotox 15%, EPAC1 ag 5%, PI5P4Ka inh -2, IL2 activator -4.0, EPAC1 antag -24%, PTHR1 ag inactive, GLP1R inv ag inconclusive, PLK1 PBD inh -3% and GLP-1R agonist 18%.
Screening CC1CCCN(CC(=O)Nc2cccc([N+](=O)[O-])c2)C1 (stereo not given) returned GLP1R cytotox -2%[1.53 µM], EPAC1 ag 9%, PI5P4Ka inh -7, IL2 activator 2.2, EPAC1 antag 19%, PTHR1 ag 15%, GLP1R inv ag -9%, PLK1 PBD inh -5% and GLP-1R agonist 3%.
For CCN(CC(=O)Nc1ccc(OC)cc1)C(=O)CCS(=O)(=O)c1ccc(C)cc1 the results were GLP1R cytotox -7%, EPAC1 ag 4%, PI5P4Ka inh -1, IL2 activator -2.1, EPAC1 antag -5%, PTHR1 ag inactive, GLP1R inv ag 10%, PLK1 PBD inh -9% and GLP-1R agonist -2%.
Screening Cc1ccnc2nc(C(=O)Nc3nccs3)nn12 returned GLP1R cytotox 5%, EPAC1 ag -8%, PI5P4Ka inh 0, IL2 activator -4.3, EPAC1 antag 10%, PTHR1 ag inactive, GLP1R inv ag -1%, PLK1 PBD inh 1% and GLP-1R agonist -1%.
Screening Cc1csc(SCC(=O)N2CCCC2)n1 returned GLP1R cytotox -1%, EPAC1 ag 9%, PI5P4Ka inh -8, IL2 activator -0.3, EPAC1 antag 2%, PTHR1 ag inactive, GLP1R inv ag 15%, PLK1 PBD inh -9% and GLP-1R agonist 17%.
Screening Cc1ccccc1C(C(=O)NC1CCCCC1)N(C(=O)CNC(=O)c1ccco1)c1cccnc1 (stereo not given) returned GLP1R cytotox -6%, EPAC1 ag 7%, PI5P4Ka inh 0, IL2 activator 0.1, EPAC1 antag 10%, PTHR1 ag inactive, GLP1R inv ag 1%, PLK1 PBD inh -8% and GLP-1R agonist 0%.
CC(=O)OC(C)=O was read as GLP1R cytotox -13%, EPAC1 ag -11%, PI5P4Ka inh 0, IL2 activator 0.7, EPAC1 antag 20%, PTHR1 ag -17%, GLP1R inv ag 12%, PLK1 PBD inh -11% and GLP-1R agonist -1%.
`Cc1ccc(C)c(N2C(=O)CC(Cc3ccccc3)C2=O)c1` (stereo not given) gave GLP1R cytotox -4%, EPAC1 ag -6%, PI5P4Ka inh -11, IL2 activator -2.8, EPAC1 antag 7%, PTHR1 ag -32%[inhibitor], GLP1R inv ag 24%, PLK1 PBD inh -14% and GLP-1R agonist 6%.
For CCN(CC(=O)Nc1ccccc1C(F)(F)F)C(=O)C1=COCCO1 the results were GLP1R cytotox 0%, EPAC1 ag 9%, PI5P4Ka inh -3, IL2 activator 0.0, EPAC1 antag 9%, PTHR1 ag inactive, GLP1R inv ag -6%, PLK1 PBD inh -5% and GLP-1R agonist 5%.
